GALK inh: inhibitors of human galactokinase; Potency, µM (highest dose often 57.5 µM), without a hit: top-dose activity change, negative = inhibition, hits mostly inhibitors; P51570; AID 1868; Purified GALK, Kinase-Glo residual ATP luminescence; 270,000 tested, 0.007% active; also: potency is read from the fitted curve at half-maximal effect; % is scaled to controls: 0 for no effect and ±100 for the full control effect
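Kinase-Glo Plus luminescence measured ATP left after a 1 h room-temperature reaction. The reaction used 5 nM GALK, 100 uM galactose and 35 uM ATP at pH 8.0 (20 mM HEPES, 5 mM MgCl2, 60 mM NaCl, 1 mM DTT, 0.01% BSA).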
KCNH2 WT inh: inhibitors of human wildtype KCNH2 potassium channel; U2OS, BacMam KCNH2, thallium flux FluxOr; hits give low values; 340,000 tested, 0.37% active; Q12809; activity change, % at 1.84 µM;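 active = maximum activity change below -70%; inconclusive = maximum activity change between -70% and -50%; inactive = maximum activity change above -50%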; also: % is scaled to controls: 0 for no effect and ±100 for the full control effect
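U2OS cells transduced with wild-type KCNH2 virus are loaded with FluxOr dye for 45 min, and thallium flux is measured in kinetic reads before and after stimulation buffer. Rate constants are normalized to DMSO controls.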
FBPA coupling cs: counter-screen for Giardia aldolase inhibitors: coupling enzyme system; activity change, negative = inhibition, % at 58.2 µM, hits read low; coupling enzyme system counterscreen, AmpLite Red fluorescence; 290,000 tested, 0.67% active; in the data active = activity change below about -30%; also: % is scaled to controls: 0 for no effect and ±100 for the full control effect
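First, compound is pin-transferred into glyceraldehyde-3-phosphate coupling-enzyme reagent at 57.5 uM final and held 10 min at RT. Next, substrate, coupling system and AmpLite Red are added. After 20 min RT, fluorescence (525/598 nm) is read.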
Tb PFK block: inhibitors of T. brucei phosphofructokinase | O15648 | T. brucei PFK, ADP-Glo luminescence | Potency, µM (doses to about 57.5 µM), without a hit: at the top dose activity, negative = inhibition, hits mostly inhibitors | 330,000 tested, 0.17% active;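 also: potency is read from the fitted curve at half-maximal effect; 0% = uninhibited 1x PFK enzyme wells and -100% = no-enzyme wells; nearly all actives have a fitted effect of over 60% in size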
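In TEA buffer at pH 8.0 with 5 mM MgCl2, enzyme (1.25 nM) converted F6P (0.5 mM) and ATP (0.1 mM) for 45 min at room temperature. ADP product was read by luciferase luminescence.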
TSHR antagonist: blocks TSH signaling through the human TSH receptor; P16473; TSHR-expressing cells, TSH-stimulated cAMP HTRF, 2 h; hits give low values; activity change, negative = inhibition, % at 11.5 µM; 330,000 tested, 0.2% active; AID 504810;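 active = activity change below a set negative limit, meaning inhibition stronger than a set level, cut at about -70% in these data; inconclusive = activity change between two set negative limits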; also: % is scaled to controls: 0 for no effect and ±100 for the full control effect
Target sequence (P16473 whole entry, looked up): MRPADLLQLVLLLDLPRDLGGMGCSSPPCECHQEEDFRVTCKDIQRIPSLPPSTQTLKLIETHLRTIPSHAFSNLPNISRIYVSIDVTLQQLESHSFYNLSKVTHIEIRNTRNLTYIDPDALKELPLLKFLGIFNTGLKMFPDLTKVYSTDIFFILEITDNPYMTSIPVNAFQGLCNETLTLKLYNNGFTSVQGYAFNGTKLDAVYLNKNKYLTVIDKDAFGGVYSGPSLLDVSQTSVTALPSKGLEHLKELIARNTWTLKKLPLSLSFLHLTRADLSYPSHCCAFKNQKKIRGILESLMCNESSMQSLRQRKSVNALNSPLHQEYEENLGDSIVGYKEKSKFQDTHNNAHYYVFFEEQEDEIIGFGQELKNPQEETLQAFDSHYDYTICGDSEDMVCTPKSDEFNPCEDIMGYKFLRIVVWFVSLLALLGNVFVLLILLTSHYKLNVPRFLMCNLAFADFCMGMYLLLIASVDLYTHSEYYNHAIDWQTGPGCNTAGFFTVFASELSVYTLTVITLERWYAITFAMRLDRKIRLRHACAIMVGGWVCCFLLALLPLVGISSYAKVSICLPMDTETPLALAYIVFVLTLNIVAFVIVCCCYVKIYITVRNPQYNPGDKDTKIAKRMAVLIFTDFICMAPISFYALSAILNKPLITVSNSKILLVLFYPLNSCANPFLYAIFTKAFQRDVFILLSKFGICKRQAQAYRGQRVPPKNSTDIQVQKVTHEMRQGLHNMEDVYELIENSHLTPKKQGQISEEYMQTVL
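Cell-based HTRF cAMP assay; TSHR cells + compound, TSH EC80 (4nM final), 2 h, 37 deg C. Lysis with anti-cAMP cryptate and cAMP-d2, 30 min RT, read 665/620 nm.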
TCR activator: T cell receptor activation; 330,000 tested, under 10 active; AID 504894; primary human leukocytes, anti-CD3, IL-2 HTRF, 48 h; Potency, µM (series often up to 9.22 µM), for inactives: at the highest dose activation of IL-2 secretion, hits mostly activators; also: % of control where 0% means no effect
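Primary human leukocytes were stimulated with a-CD3 beads plus compounds for 48 hr without co-stimulation; secreted IL-2 was quantified by HTRF using a-IL-2-K (europium cryptate) and a-IL-2-d2, excited at 320nm with acceptor emission read at 665nm.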
Chronic BCR inh: blocks chronic active B-cell receptor signaling | ABC-DLBCL IkBa-CBG/CBR reporter, luminescence ratio, 4 h | Potency, µM (doses to about 46.1 µM), without a hit: top-dose ratio change, negative = lower green/red ratio, most hits filed as inhibitors | 340,000 tested, 0.05% active | AID 493014; active = well fitted inhibition curve with a large enough effect in the signal ratio, with a control signal flat, not every such curve was filed as active; inconclusive = small, poorly fitted or top-dose-only effect, or effect the other way, or a change in a side signal; the % refers to the signal ratio;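 also: potency is read from the fitted curve at half-maximal effect; plate controls were basal doxycycline-induced cells for no effect and cells given 10 µM MG132 for full effect; MG132 reads +100%, hits lower the ratio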
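Compounds up to 46 uM were incubated four hours with TMD8 cells whose green CBG68 luciferase is fused to IkappaBalpha; red CBR luminescence normalised the signal, and concentration-effect curves were fitted to fusion, red and ratio data.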
CXXC DNA block: inhibitors of human MLL CXXC domain-DNA interaction. Q03164. MLL-CXXC / FITC-HOXA9 DNA fluorescence polarization. Potency, µM (top dose mostly 115 µM), for inactives: at the top dose activity change, negative = inhibition, actives largely listed as inhibitors. 290,000 tested, 0.037% active; active = well fitted inhibition curve with a large enough effect in the polarisation, with a control signal flat, not every such curve was filed as active; inconclusive = small, poorly fitted or top-dose-only effect, or effect the other way, or a change in a side signal; inactive = no such curve, though single readings can be large or run the other way; the % refers to the polarisation; also: potency is read from the fitted curve at half-maximal effect
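Purified MLL-CXXC (added from a 7 uM solution) was preincubated 5 min at ambient with pinned compounds in 50 mM Tris-HCl pH 7.5, 50 mM NaCl, 1 mM DTT, 0.05% BSA. Fluorescein-labeled HOX-A9 DNA (50 nM solution) followed, 30 min, then polarization read.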
Giardia kill: kills Giardia lamblia; Giardia lamblia trophozoite viability; activity change, % at 7.66 µM, hits read low; 340,000 tested, 0.15% active; AID 540267; in the data active = activity change below about -80%; inconclusive = between about -30% and that limit;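 also: parasites exposed to compound for two days anaerobically before the ATP read; % is scaled to controls: 0 for no effect and ±100 for the full control effect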
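Killing of trophozoites was scored by loss of ATP luminescence after a 48 hrs anaerobic exposure to compounds at 37 deg C, using 100 cells per well.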
AT treatment: potential ataxia-telangiectasia treatments restoring KAP-1 phosphorylation. AID 485349. Potency, µM (titrated, usually from 57.5 µM), for the others: top-dose activation, usual class: activators. […] A-T fibroblasts, KAP-1 phosphorylation AlphaLISA; neocarzinostatin DNA damage 30 min before lysis. 320,000 tested, 0.19% active; also: potency is read from the fitted curve at half-maximal effect; % of control where 0% means no effect; nearly all actives have a fitted effect of over 45% in size
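hTERT-immortalized A-T patient fibroblasts ([…]), 500 cells/well in OPTI-MEM, 1% FBS, got compounds for 60 min, then NCS for 30 min at 37C. Lysates were then assayed for phospho-KAP-1 by AlphaLISA (anti-pKAP1 donor, anti-KAP1 acceptor beads), 6 hr at 25C.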
* marks the source's active call; other numbers are inactive results; ? = inconclusive; / = no result given; [ ] = another dose, or the depositor's remark. Unless noted, calls follow the shape of the dose curve; as a rule, active = well fitted curve in the direction sought with a large enough effect; inconclusive = small, poorly fitted or top-dose-only effect, or another doubt; inactive = no such curve, though single readings can be large; an effect the other way counts as inactive or inconclusive.

Sequence of screens – GALK inh	KCNH2 WT inh	FBPA coupling cs	Tb PFK block	TSHR antagonist	TCR activator	Chronic BCR inh	CXXC DNA block	Giardia kill	AT treatment
> CC(=O)Oc1ccc(-c2cccc(C(=O)O)c2)cc1
 : 2%	-7	4	4%	-11	4%	?	1%	26	6%
> Cc1cc(S(=O)(=O)N2CCOCC2)ccc1OCC(=O)NCc1ccccn1
 : -6%	-5	1	5%	-5	1%	3%	3%	3	6%
> COc1ccc(NC(=O)CCS(=O)(=O)c2ccc3c(c2)oc(=O)n3C)cc1
 : -1%	-14	/	-29%	-4	-9%	8%	0%	28	3%
> O=C(CSc1nnc(CNc2ccc(F)cc2)o1)OC1CCCCC1
 : 3%	3	5	?	-22	3%	-7%	-3%	13	-4%
> O=C(CCc1ccc(S(=O)(=O)N2CCOCC2)cc1)OCC(=O)c1ccc(Br)cc1
 : /	-1	/	4%	16	2%	2%	/	-6	-2%
> CN1CCN(c2ccc([N+](=O)[O-])cc2/C=N/NC(=O)c2cccc([N+](=O)[O-])c2)CC1
 : /	/	1	1%	1	/	-4%	1%	/	0%
> CC1OC(Nc2ccc(OC(F)(F)F)cc2)C(O)C(O)C1O (stereo not given)
 : 0%	10	4	8%	1	3%	0%	-1%	-2	-6%
> CCOC(=O)CN1N=C(/C=C/c2ccc(OC)cc2)CCC1=O
 : -5%	8	-1	3%	17	-8%	8%	3%	-21	-11%
> COC(=O)[C@H](CC(C)C)NC(=O)Nc1ccc2c(c1)OCCO2
 : -1%	-13	-1	-1%	-9	2%	-10%	-2%	4	3%
> CC(=O)Cc1nsc(NC(=O)c2cn(-c3ccccc3)nc2-c2ccc(Br)cc2)n1
 : 0%	-11	1	-2%	-1	-5%	-7%	-2%	5	2%

In the list so far, two contain fluorine.
Sequence of screens – GALK inh	KCNH2 WT inh	FBPA coupling cs	Tb PFK block	TSHR antagonist	TCR activator	Chronic BCR inh	CXXC DNA block	Giardia kill	AT treatment
> O=C(CSc1nnc(CNc2ccc(F)cc2)o1)OC1CCCCC1
 : 3%	3	5	?	-22	3%	-7%	-3%	13	-4%
> CC1OC(Nc2ccc(OC(F)(F)F)cc2)C(O)C(O)C1O (stereo not given)
 : 0%	10	4	8%	1	3%	0%	-1%	-2	-6%

(list continues)
Sequence of screens – GALK inh	KCNH2 WT inh	FBPA coupling cs	Tb PFK block	TSHR antagonist	TCR activator	Chronic BCR inh	CXXC DNA block	Giardia kill	AT treatment
> CC(C)(C)C1CCC(=NNC(=O)c2cc(-c3ccccc3)n[nH]2)CC1 (stereo not given)
 : 2%	-7	-4	2%	5	-2%[46.1 µM]	-1%	2%	-24	/
> CN=C(NC(=O)Nc1c(C)cccc1C)NC(=O)Nc1c(C)cccc1C
 : 7%	5	4	-3%	6	3%	4%	3%	11	-3%
> CN(C)c1ccc(C(=O)n2nnc3ccccc32)cc1
 : 0%	-30	0	0%	-8	2%	-2%	115%[activator]	6	4%
> Cn1c(=O)n(C)c2cc(S(=O)(=O)Nc3ccc(F)cc3)ccc21
 : -3%	-7	-1	2%	-3	/	-4%	1%	12	1%
> O=C(COC(=O)/C=C/c1cccc(Br)c1)NC1CCCCCC1
 : /	-6	/	-6%	4	1%	0%	/	0	6%
> CC/C(O)=C1\C(=O)CC(c2ccccc2)CC1=NCCc1c(C)[nH]c2ccc(C)cc12 (stereo not given)
 : /	-4	4	0%	-8	2%	4%	17%	0	20%
> Nc1ncnc(Sc2ccccc2)c1[N+](=O)[O-]
 : -1%	-2	5	-5%	10	5%[46.1 µM]	?	21%	-10	-10%
> CCN1CC2=C(OC(N)=C(C#N)C2c2cccs2)/C(=C/c2cccs2)C1 (stereo not given)
 : 0%	7	-5	0%	-6	0%	0%	17%	7	-2%
> Cc1cc(Nc2ccccc2F)n2nc(C)nc2n1
 : /	-3	0	-2%	-3	2%	1%	3%	14	17%
> CCCCN(C)Cc1c(C)[nH]c2ccc(C)cc2c1=O
 : -1%	-1	-2	0%	-10	4%	0%	4%	-12	-6%
> CC(C)(C)C(=O)O/N=C(\N)c1ccc(Oc2cc(Cl)cc(Cl)c2)c([N+](=O)[O-])c1
 : /	-27	0	1%	-5	0%	-3%	2%	-18	5%
> COc1cccc(NS(=O)(=O)c2ccc(-n3cccn3)cc2)c1
 : 7%	0	/	1%	-3	3%	-12%	0%	-12	22%
> Cn1c(SCC(=O)Nc2nccs2)nnc1-c1ccccn1
 : 3%	-1	3	1%	-11	-1%	1%	7%	24	4%
> CCCCN(CCNP(=O)(OCC)OCC)CP(=O)(OCC)OCC
 : /	-5	-1	0%	4	-84%	-7%	-17%	-4	-6%
> Cc1cccc(NC(=O)C(C)SCc2nc3sc(C)c(C)c3c(=O)[nH]2)n1 (stereo not given)
 : -1%	11	-1	0%	-15	46%	0%	-3%	7	19%
> COc1ccc(CSc2nnc(NC(C)=O)s2)cc1[N+](=O)[O-]
 : -2%	11	5	0%	-2	-5%	2%	9%	11	-1%
> O=[N+]([O-])c1ccccc1OCCOCCOc1cccc2cccnc12
 : 4%	0	2	-6%	0	-12%[46.1 µM]	0%	16%	2	3%
> Cn1ccnc1SCC(=O)n1c2c(c3ccccc31)CCCC2
 : /	-3	-8	0%	-3	-2%[46.1 µM]	-6%	2%	31[activator]	-6%
> CCCCC#Cc1cncc(C(=O)NN)c1
 : -3%	-3	-2	4%	-1	-5%	?	-8%	4	0%
> C[C@@H]1CN([C@H](C)CO)C(=O)c2cc(NC(=O)Nc3ccc(F)cc3)ccc2O[C@H]1CN(C)C(=O)Nc1ccc(C(F)(F)F)cc1
 : /	5	/	0%	15	-13%	?	/	7	6%

Further entries follow:
structure,GALK inh,KCNH2 WT inh,FBPA coupling cs,Tb PFK block,TSHR antagonist,TCR activator,Chronic BCR inh,CXXC DNA block,Giardia kill,AT treatment
CCOC(=O)c1ccc(NC(=O)c2nc[nH]c2C(=O)NCCNC(=O)c2[nH]cnc2C(=O)Nc2ccc(C(=O)OCC)cc2)cc1,/,/,/,7%,-9,4%,3%,/,-4,-3%
FC(F)(F)c1cc(N2CCNCC2)c2ccccc2n1,-1%,-1,2,0%,-1,-55%,-19%,-1%,-16,5%
CCCCC(=O)Nc1ccc(C(=O)Nc2ccc3c(c2)OCO3)cc1,0%,-6,-1,-1%,3,3%,6%,18%,-1,9%
O=C(c1c(O)c2ccccc2oc1=O)C1CCC1,0%,-5,-6,0%,-8,1%,?,-3%,-6,4%
CC(C)(C)c1cc(=O)[nH]c(SCc2ccccc2)n1,4%,12,6,10%,-7,4%,?,3%,-3,-3%
COc1cc(C)c(C(C)C)cc1S(=O)(=O)n1ccnc1,1%,-15,-17,14%,-17,-4%[46.1 µM],-9%,3%,7,/
CC1CCC(NC(=O)C2CCC(CNS(=O)(=O)c3cccc4cccnc34)CC2)CC1 (stereo not given),-2%,-10,/,0%,-15,5%,-7%,-1%,3,-3%
CC1=C(C(=O)OCc2ccccc2)C(c2ccccc2Cl)NC(=O)N1CCCCCC(=O)O (stereo not given),/,2,3,3%,0,9%,3%,-16%,30,-3%
COc1ccc(Cl)cc1NC(=O)N1CCN(C2CCCCC2)CC1,1%,2,1,-6%,2,8%,?,2%,6,3%

An excerpt of these results, field by field.
> COc1cc(C)c(C(C)C)cc1S(=O)(=O)n1ccnc1
  GALK inh = 1% | KCNH2 WT inh = -15 | FBPA coupling cs = -17 | Tb PFK block = 14% | TSHR antagonist = -17 | TCR activator = -4%[46.1 µM] | Chronic BCR inh = -9% | CXXC DNA block = 3% | Giardia kill = 7 | AT treatment = /
> CC1CCC(NC(=O)C2CCC(CNS(=O)(=O)c3cccc4cccnc34)CC2)CC1 (stereo not given)
  GALK inh = -2% | KCNH2 WT inh = -10 | FBPA coupling cs = / | Tb PFK block = 0% | TSHR antagonist = -15 | TCR activator = 5% | Chronic BCR inh = -7% | CXXC DNA block = -1% | Giardia kill = 3 | AT treatment = -3%

Source: PubChem (National Center for Advancing Translational Sciences (NCATS))
